Anthrax LF inh2: inhibitors of Bacillus anthracis lethal factor protease. P15917. multiplex microsphere protease cleavage assay, LF. inhibition, % at 10 µM. 360,000 tested, 0.12% active; in the data active = inhibition above about 30%; also: plate controls were buffer without enzyme for full effect and enzyme alone for no effect
Target sequence (P15917 whole entry, looked up): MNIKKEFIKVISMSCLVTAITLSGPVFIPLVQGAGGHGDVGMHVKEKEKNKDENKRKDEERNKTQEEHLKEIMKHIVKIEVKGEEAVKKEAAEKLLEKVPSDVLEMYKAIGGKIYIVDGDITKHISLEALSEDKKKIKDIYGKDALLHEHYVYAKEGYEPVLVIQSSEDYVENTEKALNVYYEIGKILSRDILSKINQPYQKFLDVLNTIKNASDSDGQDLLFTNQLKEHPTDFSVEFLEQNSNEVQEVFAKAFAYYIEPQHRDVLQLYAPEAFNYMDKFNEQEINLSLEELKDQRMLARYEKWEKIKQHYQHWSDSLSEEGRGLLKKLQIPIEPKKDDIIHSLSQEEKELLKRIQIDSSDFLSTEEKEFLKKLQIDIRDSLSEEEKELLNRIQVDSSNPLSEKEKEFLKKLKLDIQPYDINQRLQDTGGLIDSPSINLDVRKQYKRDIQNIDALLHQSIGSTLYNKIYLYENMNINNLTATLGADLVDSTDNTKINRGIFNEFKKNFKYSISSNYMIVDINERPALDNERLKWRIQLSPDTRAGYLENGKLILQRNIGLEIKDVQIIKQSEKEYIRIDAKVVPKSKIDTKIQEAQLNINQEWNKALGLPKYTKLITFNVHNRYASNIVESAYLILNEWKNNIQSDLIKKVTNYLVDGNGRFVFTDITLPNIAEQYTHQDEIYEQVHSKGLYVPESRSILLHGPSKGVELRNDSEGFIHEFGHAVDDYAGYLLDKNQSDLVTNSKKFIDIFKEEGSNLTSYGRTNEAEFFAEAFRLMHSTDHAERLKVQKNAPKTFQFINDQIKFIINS
MazF activator: increases E. coli MazEF RNase cleavage of RNA; FAM/BHQ RNA-DNA oligo cleavage fluorescence, 5 h; 350,000 tested, 0.32% active; P0AE70; AID 504720; activation, % at 20 µM; in the data active = activation above about 50%
Y pestis TopoI: blocks Yersinia pestis topoisomerase I activity; Y. pestis Topo-I cleavage product accumulation, plate reader; activity, % at 10 µM; 360,000 tested, 0.064% active; AID 504884; in the data active = activity above about 50%, passing the limit was not always enough; also: inactives centre near 2
Vc quorum ag: quorum light induction in luxS cqsA deficient V. cholerae. V. cholerae BH1578 lux reporter, luminescence, 6 h. activation, % at 18.7 µM. 350,000 tested, 0.16% active. AID 588436; in the data active = activation mostly above about 9.7%, no sharp cut-off; also: not every result past the cut was called active; inactives centre near 0; reference of the scale not given here
TcdB GH inh: TcdB glycohydrolase inhibition; AID 652162; 350,000 tested, 0.24% active; TcdB glycohydrolase enzymatic assay, plate reader; P18177; inhibition, % at 9.99 µM; in the data active = inhibition above about 10%
SSB-PriA inh: blocks PriA binding to SSB C-terminal tail; AlphaScreen SSBct-PriA binding, biotinylated peptide; inhibition, % at 33 µM; 430,000 tested, 0.6% active; AID 1272365; in the data active = inhibition mostly above about 37%, no sharp cut-off; inactive = mostly below about 20%;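 also: plate controls were negative control peptide for no effect and reference peptide for full effect; strong numbers were not always called active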
DUSP3 inh: inhibitors of human VHR1 phosphatase (DUSP3); AID 1654; inhibition, % at 13.3 µM; 290,000 tested, 0.52% active; recombinant VHR phosphatase, pNPP absorbance; in the data active = inhibition above about 50%; also: some compounds called inactive have numbers as strong as hits
Target sequence (P51452 whole entry, looked up): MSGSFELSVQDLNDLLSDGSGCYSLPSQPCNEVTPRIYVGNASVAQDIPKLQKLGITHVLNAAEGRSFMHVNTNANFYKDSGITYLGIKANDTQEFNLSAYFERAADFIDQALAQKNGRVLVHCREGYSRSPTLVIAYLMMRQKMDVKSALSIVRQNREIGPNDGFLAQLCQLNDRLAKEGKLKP
SARS 3CLpro inh: SARS-CoV 3CLpro protease inhibition; recombinant SARS-CoV 3CLpro, quenched FRET peptide cleavage; P0C6X7; 290,000 tested, 0.14% active; inhibition, % at 6 µM; AID 1706; in the data active = inhibition above about 12%
Rv3671c inh: inhibitors of M. tuberculosis serine protease Rv3671c; P9WHR9; inhibition, % at 5.96 µM; 320,000 tested, 0.048% active; AID 2606; in the data active = inhibition above about 38%;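 also: extracellular domain of Rv3671c used as enzyme; 0% = enzyme with DMSO and 100% = no enzyme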
PfHsp40 yeast: rescue of PfHsp40-mediated yeast toxicity. S. cerevisiae expressing PfHsp40, growth rescue, ATP luminescence. growth rescue, % at 12.5 µM. 340,000 tested, 0.68% active. AID 504582; in the data active = growth rescue above about 28%, passing the limit was not always enough;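 also: yeast W303a lacking pdr1 and pdr3 grown in galactose medium; growth measured after three days at 30 °C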
An asterisk follows results filed as active; i = inactive; · = not tested or not shown; & = joins results of further samples. Not all compounds are listed; the hit share may differ from the screen's.

SMILES	Anthrax LF inh2	MazF activator	Y pestis TopoI	Vc quorum ag	TcdB GH inh	SSB-PriA inh	DUSP3 inh	SARS 3CLpro inh	Rv3671c inh	PfHsp40 yeast
CCOc1ccc(C(=O)NCc2ccccn2)cc1	0	-16	8	0.2	1.2	-11	-17	-3	10	-0.1
O=[N+]([O-])c1ccc(-c2csc(N3CCCCCC3)n2)cc1	3	0	15	-0.8	-3.7	0	-8	2	2	-1.2
Fc1cccc(Cl)c1CSc1ncn[nH]1	-3	-7	-9	-1.2	·	-2	27	1	4	0.7
Cc1ccc(S(=O)(=O)N(C)c2nc3ccccc3n3c(C(C)C)nnc23)cc1	4	5	10	-0.4	0.6	14	1	2	-10	0.8
C[C@@H]1CN([C@@H](C)CO)C(=O)CCCn2nncc2CO[C@@H]1CN(C)C(=O)c1ccc2ccn(C)c2c1	0	6	2	0.7	0.6&-0.8&0.3	·	·	·	·	·
CCOC(OCC)c1cn(Cc2ccc(C(=O)c3ccccc3)cc2)nn1	-2	-3	11	-0.4	2.2	-14	9	1	-7	-0.1
O=C(CSc1nc(=O)n2ccccc2n1)NC1CCCCC1	1	-10	-7	i	4.5	0&-11	·	·	0	0.7
O=S(=O)(c1ccc(C2CCCCC2)cc1)N1CCCC1	7	3	30	-0.2	·	-3&-35	26	2	-17	1.4
CCCNCc1cc(OCC)c(OCC(=O)Nc2ccccc2)cc1Br	0	0	8	i	1.6	-1	-12	4	-4	1.3
CCN(CC)S(=O)(=O)c1ccc2nc(NC(=O)c3ccco3)sc2c1	0	-1	-14	-0.4	0.4	-3	12	2	0	2.0
COc1cc(/C=C(/C)[N+](=O)[O-])ccc1OCc1ccccc1Cl	-3	-14	19	i	·	13	-5	2	-1	5.3
CCCCNC(=O)Nc1ncn[nH]1	2	-3	-1	-0.4	0.2	-3	5	0	-2	-1.9
Cc1ccc(SC(C)C(=O)NCC(C)C)cc1 (stereo unspecified)	0	6	6	i	-0.3	-11	19	0	1	0.2
COc1ccc(OCC(=O)Nc2ccc(S(=O)(=O)N3CCOCC3)cc2)cc1	-8	-11	-6	i	·	-2	-8	-4	-7	-0.2
COc1ccc(CCCc2nnc(SCC(=O)N/N=C\c3ccc(O)c(OC)c3)o2)cc1C	-1	11	20	-1.1	·	·	30	2	5	-1.0
Cc1ccccc1C(=O)NNC(=S)NC(=O)COc1ccccc1	0	4	-10	-7.1	2.0	-5	10	4	-14	4.0
CCN1N=C(c2ccccc2)CCC1=O	24	14	8	0.1	-1.2	0	-6	-2	5	1.8
CCn1cc(C=C2C(=O)NC(=O)NC2=O)c2ccccc21	2	-23	1	-6.2	0.7	0	15	-1	-6	-0.2
Cc1sc2nc(C)n(/N=C/N(C)C)c(=O)c2c1C	4	-5	2	-0.4	0.4	i	-24	0	-2	0.3
COc1ccc(-n2c(=O)[nH]cc(C(=O)N3CCCc4ccccc43)c2=O)cc1	7	2	0	-3.1	·	-2	5	-1	2	-1.3
Cc1c(C)n(Cc2ccccc2)c2ccc(C(=O)NCCN3CCOCC3)cc12	-1	7	33	-0.3	-0.3	21	11	0	-2	0.0
COc1ccccc1/C=C(/CC(=O)NCc1ccccc1)c1nc2ccccc2s1	-1	13	23	i	·	-44	54*	4	-2	-0.9
CSCC[C@H](NC(=O)N1CCn2c1nc1ccccc12)C(=O)NCc1ccco1	-2	6	6	i	0.7	4	21	2	3	1.1
Cc1ccccc1C(=O)NNC(=O)c1ccoc1C	1	-6	-4	i	·	-16	23	-2	0	-1.0
N#CCc1ccc(OC(=O)c2cccnc2Cl)cc1	-2	9	-4	-0.5	1.1	-18	·	·	-2	-0.5
COc1ccccc1CN1CCNC(=O)C1CC(=O)NCC1CCOCC1 (stereo unspecified)	2	-10	2	-2.9	-0.5	-21	16	-1	-9	0.5
COc1ccc(CNC(=O)C(C)OC(=O)CCN2C(=O)C3CC=CCC3C2=O)cc1 (stereo unspecified)	2	-1	6	5.0	2.5	-6	·	·	-6	1.5
O=C(Oc1cccc([N+](=O)[O-])c1)N1CCCCC1	0	4	-3	-0.2	0.8	6&-6	16	0	-6	-1.5
CCc1ccc(S(=O)(=O)/N=C2\C=C(Nc3ccc(C(=O)O)cc3)C(=O)c3ccccc32)cc1	-4	-1	4	-0.3	0.2	·	-14	17*	-176	-1.3
COC(=O)c1ccc(C(=O)N2CCCC(Nc3ccc(C(C)C)cc3)C2)nc1 (stereo unspecified)	2	-8	6	-0.1	-0.1	10	35	-2	-11	-1.1

2 compounds from above, limited to SSB-PriA inh, Anthrax LF inh2 and MazF activator:
canonical_smiles,SSB-PriA inh,Anthrax LF inh2,MazF activator
COc1ccccc1/C=C(/CC(=O)NCc1ccccc1)c1nc2ccccc2s1,-44,-1,13
COC(=O)c1ccc(C(=O)N2CCCC(Nc3ccc(C(C)C)cc3)C2)nc1 (stereo unspecified),10,2,-8

Additional structures follow.
SMILES	Anthrax LF inh2	MazF activator	Y pestis TopoI	Vc quorum ag	TcdB GH inh	SSB-PriA inh	DUSP3 inh	SARS 3CLpro inh	Rv3671c inh	PfHsp40 yeast
Cc1sc(NC(=O)CSc2nnc3scc(-c4ccccc4)n23)c(C#N)c1C	-1	-10	19	-0.2	·	-6	48	4	0	-0.3
COc1ccc(N(C)S(=O)(=O)c2cccc(C(=O)OCC(=O)N3CC(C)CC(C)C3)c2)cc1 (stereo unspecified)	-3	2	37	i	0.3	1	·	·	-2	2.8
O=C(Nc1cccc2ccccc12)/C(=C/c1ccc([N+](=O)[O-])cc1)NC(=O)c1ccccc1	18	6	-6	·	·	5	31	6	-4	2.3
Cc1cc(-n2c(C)cc(C(=O)CN3C(=O)NC4(CCCCCC4)C3=O)c2C)no1	-5	-5	-1	5.0	·	6	24	4	6	5.9
CC(C)(C)OC(=O)NCC1CCC(C(=O)NC[C@H](CC(=O)O)c2ccc(Cl)cc2)CC1 (stereo partly specified)	0	3	-5	1.1	-0.2	-12	13	7	2	1.7
CCOC(=O)C1(CCOC)CCN(Cc2nc(C(C)C)cs2)CC1	-8	0	-2	i	0.3	-18	38	2	1	-0.9
O=c1oc(Cl)c(Cl)c2ccccc12	1	-10	-3	0.4	-7.3	4	·	·	0	0.5
O=C(O)c1nn(CCOc2c(Cl)cccc2Cl)c(=O)c2ccccc12	9	-2	2	-0.9	0.2	-8	22	3	4	0.6
O=C(N=C1SC2CS(=O)(=O)CC2N1c1ccc(Br)cc1F)C1CC1 (stereo unspecified)	2	11	-4	-0.9	1.6	1	34	-2	1	0.0
CNC(=O)COC(=O)c1ccccc1NC(=O)c1ccco1	1	11	7	-2.3	1.0	5	-5	0	-6	22
CC1CCC(NC(=O)c2cccc(S(=O)(=O)NCc3ccccc3)c2)CC1 (stereo unspecified)	-2	5	25	i	0.4	-7	·	·	0	-0.8
O=C(NCCCN1CCOCC1)C(=O)N/N=C/c1ccccc1Cl	0	4	9	-0.5	-0.3	i	9	6	10	-1.4
O=C(CCC1CCCN(C(=O)c2ccsc2)C1)NCc1ccc(F)c(F)c1 (stereo unspecified)	-4	2	-3	i	·	-1	22	-1	6	0.5
C=CCN(CC=C)Cc1nc(N)nc(Nc2ccccc2C)n1	3	-1	3	-0.2	-1.3	-15	22	1	3	-1.0
CC(C)[C@H](NC(=O)C1(c2ccccc2)CCN(C(=O)OC(C)(C)C)CC1)C(=O)O	-2	1	-2	-2.9	·	-13	20	6	-8	0.7
Cc1cc(N2CCC(C(=O)NCC3CC3)CC2)nc(-c2ccccc2)n1	7	1	12	-0.4	·	9	29	2	-2	-1.7
Fc1ccc(C2CC(c3ccc(F)cc3)n3ncnc3N2)cc1 (stereo unspecified)	0	2	-6	i	·	-10	18	2	9	-0.6
O=C(CN1CCSCC1)N/N=C/c1ccc(Cl)cc1	·	·	·	·	2.0	·	1	-3	14	·
C=CCn1c(SCC(=O)NCc2ccco2)nnc1C1CCCCC1	0	4	7	i	0.9	-8	·	·	-2	-0.4
Cc1cc2c(C(F)(F)F)cc(=O)oc2c2c1NCCC2	-10	-571	-2	-5.3	·	-13	34	-4	-7	-0.4
Cc1cc(-n2c(C)c3c(C)nnc(C)c3c2C)ccc1N	·	10	·	·	·	-8	22	3	0	0.9
Cc1cc(C)c2cc(CN(CCN(C)C)C(=O)Nc3ccccc3Cl)c(=O)[nH]c2c1	-3	14	3	-0.5	-1.4	-10	16	2	-9	0.9
Clc1ccc(N2CCOCC2)nn1	4	7	3	-0.4	1.3	-3	25	1	-1	-1.5
Cc1cccn2c(=O)c3cc(C(=O)NCCc4ccccc4)c(=N)n(CC4CCCO4)c3nc12 (stereo unspecified)	-2	22	4	-0.3	-0.2	-1	7	2	-1	-0.3
O=[N+]([O-])c1cccc(-c2nnc(CNC3CC3)o2)c1	-2	-11	4	-1.1	-1.0	0	-8	3	6	-1.2
COCCn1c(-c2ccc(C)cc2)nc2oc3cc(OC)ccc3c(=O)c2c1=O	5	3	0	-0.7	0.6	4	22	3	-1	2.6
CC(C)(C)N(Cc1cc2ccccc2[nH]c1=O)C(=O)c1cccc([N+](=O)[O-])c1	-5	-14	9	-0.4	1.6	-6	21	4	-2	0.7
Cc1cccc(Cn2cnc3c(nnn3Cc3ccc(Cl)cc3)c2=O)c1	-1	-5	-12	-0.2	·	-8	36	2	-2	0.0
CCOC(=O)c1sc2ccccc2c1OC(=O)c1ccccc1OC	-2	4	11	0.4	1.0	-1	18	1	-15	1.7
O=C(NCCO)Nc1ccc2nsnc2c1	-2	5	2	-0.2	0.2	-8	22	4	4	-1.4
COc1ccc(CC(N)c2csc(Nc3cnccn3)n2)cc1 (stereo unspecified)	-5	·	-2	1.5	0.3	·	·	·	·	·
CSCCC1NC(=O)N(CC(=O)Nc2c(C(C)C)cccc2C(C)C)C1=O (stereo unspecified)	-3	7	1	-0.2	0.0	-12	33	0	3	-0.7
CNC(=O)c1c(NC(=O)C2=COCCO2)sc2c1CCCC2	1	-15	2	i	1.9	-3&-1	0	7	3	2.3
CCOC(=O)CCP(=O)(O)C(O)c1ccc(OC)cc1 (stereo unspecified)	1	-8	1	1.3	·	-10	-3	-6	-1	-0.7
COc1ccc(C(=O)OCC(=O)NCC2CCCO2)cc1S(=O)(=O)N1CCCc2ccccc21 (stereo unspecified)	-1	4	29	i	1.6	-11	14	-1	-1	0.9
Cc1noc(C)c1COC(=O)CCc1ccc(S(=O)(=O)N2CCCCC2)cc1	1	4	22	-0.4	·	4	34	-7	-15	-0.4
N#CCCCN1C(=O)C(=C(C#N)C#N)c2ccccc21	-1	-1	4	0.8	2.0	-9	7	2	1	0.6
Nc1ccc(N=Nc2ccccc2Cl)c(N)n1	-1	8	-26	-0.4	0.4	-4	19	0	0	2.4
Cc1ccccc1N1CC(C(=O)Nc2ccncc2)CC1=O (stereo unspecified)	-3	3	-4	-0.8	-0.3	2	·	·	6	0.2
COc1ccc(/C=C(\NC(=O)c2ccccc2)C(=O)N/N=C/c2sccc2C)cc1	0	0	-5	i	1.1	·	19	-1	-1	0.7
Cc1cc(=O)[nH]c(NN=C(CC(C)C)CC(C)C)n1	0	2	-9	-0.7	-11	-3	17	-2	2	-1.4
O=C(c1cc(S(=O)(=O)N2CCOCC2)ccc1F)N1CCc2ccccc21	0	3	2	-0.9	1.0	3	·	·	-5	-0.9

Compound profiles, from the list above. Order of screens: Anthrax LF inh2, MazF activator, Y pestis TopoI, Vc quorum ag, TcdB GH inh, SSB-PriA inh, DUSP3 inh, SARS 3CLpro inh, Rv3671c inh, PfHsp40 yeast
Results for Cc1noc(C)c1COC(=O)CCc1ccc(S(=O)(=O)N2CCCCC2)cc1 : 1, 4, 22, -0.4, ·, 4, 34, -7, -15, -0.4
Results for C=CCN(CC=C)Cc1nc(N)nc(Nc2ccccc2C)n1 : 3, -1, 3, -0.2, -1.3, -15, 22, 1, 3, -1.0
Results for COc1ccccc1/C=C(/CC(=O)NCc1ccccc1)c1nc2ccccc2s1 : -1, 13, 23, i, ·, -44, 54*, 4, -2, -0.9
Results for O=c1oc(Cl)c(Cl)c2ccccc12 : 1, -10, -3, 0.4, -7.3, 4, ·, ·, 0, 0.5
